Screening data (PubChem BioAssay)
KOR beta-arrestin-1 = KOR agonists, beta-arrestin recruitment, primary screen, cell-based, luminescence, uHTS (AID 1777) | KOR beta-arrestin recruitment, luminescence; higher % means a stronger effect | one-dose activation, % at 10 µM; EC50 in µM for titrated hits | actives 0.02% (n = 280,000); in the data active = activation above about 50%, passing the limit was not always enough; note: a part of the inactive calls stands beside numbers as strong as those of hits
Rac1 GTP hydrolysis = MgcRacGAP GTPase-activating activity inhibitors, confirmation, biochemical, ADP Hunter fluorescence | Rac GTPase-activating protein 1 (Homo sapiens) | MgcRacGAP-stimulated Rac1 GTP hydrolysis, ADP Hunter fluorescence; higher % means a stronger effect; GST-tagged Rac1 F28L mutant substrate | inhibition, % at 30 µM, or IC50 in µM where a hit was titrated | actives 0.6% (n = 340,000) | AID 624330, 2012;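 active = first-screen hits whose inhibition reached a set limit at any dose in the follow-up dose series; inconclusive = inhibition above the set first-screen limit but never retested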;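 note: fluorescence reports GDP produced by GAP-driven GTP hydrolysis; strong numbers were not always called active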
K1F lysis inhibition = inhibition of K1F phage lysis, E. coli UTI89, bacterial capsule biogenesis inhibitors, alamar blue (AID 488966). actives 0.02% (n = 340,000). E. coli UTI89 K1F phage lysis, alamar blue, 2 h; higher % means a stronger effect. one-dose inhibition, % at 100 µM; IC50 in µM for titrated hits;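 active = phage lysis inhibition, versus mean bacterial control, above a set limit; inconclusive = no clear call, values can overlap the other calls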;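 note: capsule biogenesis inhibitors block K1F phage lysis so surviving cells raise fluorescence; higher fluorescence means more inhibition of phage lysis; actives were called in the ten point dose series up to 300 µM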
KOR beta-arrestin-2 = KOR antagonists, beta-arrestin recruitment, cell-based, luminescence, uHTS (AID 1778). Kappa-type opioid receptor (Homo sapiens). KOR beta-arrestin recruitment, luminescence, antagonist mode; higher % means a stronger effect. one-dose inhibition, % at 10 µM; IC50 in µM for titrated hits. actives 0.091% (n = 290,000); in the data active = inhibition above about 50%; note: strong numbers were not always called active
NTR1 ag = agonists of NTR1, primary screen, imaging, U2OS cells, beta-arrestin-GFP, high content (AID 493036). Neurotensin receptor type 1 (Homo sapiens), P30989. NTR1-U2OS beta-arrestin-GFP spot imaging, agonist mode. activation, % at 20 µM. actives 0.17% (n = 330,000);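 active = activation at or above 40% of the spot to cytoplasm intensity ratio, with at least 20 cells analyzed; inconclusive = wells under 20 cells, flagged as cytotoxic or low count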;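 note: 0% = DMSO without peptide and 100% = 100 nM NTR1 peptide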
Target sequence (P30989 whole entry, looked up): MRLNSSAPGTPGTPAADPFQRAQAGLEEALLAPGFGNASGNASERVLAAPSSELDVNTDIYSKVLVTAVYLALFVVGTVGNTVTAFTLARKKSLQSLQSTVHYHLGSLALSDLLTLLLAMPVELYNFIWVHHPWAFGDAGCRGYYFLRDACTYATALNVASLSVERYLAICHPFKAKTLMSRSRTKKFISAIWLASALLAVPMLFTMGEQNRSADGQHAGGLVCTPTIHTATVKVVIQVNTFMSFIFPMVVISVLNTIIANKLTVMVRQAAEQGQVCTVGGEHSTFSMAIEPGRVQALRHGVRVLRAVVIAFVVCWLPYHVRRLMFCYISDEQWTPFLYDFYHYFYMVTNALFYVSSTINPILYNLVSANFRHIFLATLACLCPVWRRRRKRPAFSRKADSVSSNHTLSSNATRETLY
GPR35 arrestin U2OS = GPR35 antagonists blocking zaprinast-driven arrestin recruitment, primary screen, imaging, U2OS, beta-arrestin-GFP, zaprinast agonist (AID 2058); actives 0.052% (n = 290,000); U2OS GPR35 beta-arrestin-GFP translocation imaging, zaprinast antagonism; higher % means a stronger effect; inhibition, % at 10 µM; hits with a dose series show IC50 in µM; G-protein coupled receptor 35 (Homo sapiens);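 active = inhibition of at least 50% with at least 30 cells and total cytoplasm GFP at most 10,000,000; inconclusive = under 30 cells or total GFP of 10,000,000 plus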
GPR55 antagonists = GPR55 antagonists blocking LPI-driven arrestin recruitment, primary screen, imaging, U2OS, beta-arrestin-GFP, LPI agonist (AID 2013). inhibition, % at 10 µM; hits with a dose series show IC50 in µM. G-protein coupled receptor 55 (Homo sapiens). actives 0.13% (n = 290,000). U2OS GPR55 beta-arrestin-GFP translocation imaging, LPI antagonism; higher % means a stronger effect;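 active = spots per cell inhibited over 60%, with over 100 cells counted and total cytoplasm intensity under 500,000; inconclusive = wells with under 100 cells, flagged as likely toxic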;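 note: U2OS cells stably carrying GPR55 and arrestin-GFP stimulated by 5 µM LPI near EC80; imaged beta-arrestin-GFP aggregate spots per cell after agonist stimulation; plate controls were LPI-stimulated DMSO wells for no effect and DMSO wells without LPI for full effect; some results filed as inactive read as strong as hits; confirmed hits need IC50 under 10 µM and bright autofluorescent wells are also inconclusive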
NOD1 inhibition = NOD1 signaling inhibitors, primary screen, cell-based, luminescence, uHTS (AID 1578). actives 1% (n = 290,000). inhibition, % at 4 µM, or EC50 in µM where a hit was titrated. NOD1-driven NF-kB luciferase reporter cells, luminescence; higher % means a stronger effect; in the data active = inhibition mostly above about 36%, no sharp cut-off; inactive = mostly below about 34%;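 note: HEK-293T reporter cells stimulated with the NOD1 agonist gamma-tri-DAP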
GPR55 beta-arrestin = GPR55 agonists via beta-arrestin recruitment, primary screen, imaging, U2OS cells, beta-arrestin-GFP redistribution (AID 1961); G-protein coupled receptor 55 (Homo sapiens); U2OS GPR55 beta-arrestin-GFP redistribution imaging; higher % means a stronger effect; activation, % at 10 µM; hits with a dose series show EC50 in µM; actives 0.048% (n = 290,000);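 active = activation above 40% with more than 50 cells counted in the well; inconclusive = wells holding fewer than 50 cells, flagged as toxic or sparse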;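 note: U2OS osteosarcoma cells stably expressing GPR55 and beta-arrestin-GFP; plate controls were DMSO negative control for no effect and LPI positive control for full effect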
NTR1 ag cell count 20 µM = second read-out of NTR1 ag, no call of its own (marks repeat the call); cell count; measured here: cell count, cytotoxicity flag
* marks the source's active call; other numbers are inactive results; ? = inconclusive; . = not tested or not shown; & = joins results of further samples; [ ] = remark or other dose. A portion of the library; rates above refer to the full screens.

The opening 4 records as a preview:
Sequence of screens – KOR beta-arrestin-1, Rac1 GTP hydrolysis, K1F lysis inhibition, KOR beta-arrestin-2, NTR1 ag, NTR1 ag cell count 20 µM, GPR35 arrestin U2OS, GPR55 antagonists, NOD1 inhibition, GPR55 beta-arrestin
O=C(CN1C(=O)C2CC=CCC2C1=O)Nc1ccc(-c2nnc3n2CCCCC3)cc1 (stereo not given)
→ -0.2%, 5%, 0.9%, -10%, 3.0, 85, 2%, -2%, 3%, -0.3%
COc1ccc(CN2CC(C(=O)NCc3ccccn3)CC2=O)cc1 (stereo not given)
→ -0.8%, 3%, 1.9%, -12%, -0.4, 42, 0%, 4%, ., -0.1%
COc1cc(-n2c(C)nc3cc(C(=O)O)ccc32)cc(OC)c1OC
→ 13%, 2%, 0.1%, -58%, 1.4, 67, -6%, -8%, 18%, 0.1%
N#Cc1ccc(C(=O)OCC(=O)N2CCCC2)cc1
→ 5.5%, 5%, -0.1%, -61%, -0.8, 41, 0%, -5%, 38%, 0.7%

The whole of this part, from the start:
Sequence of screens – KOR beta-arrestin-1, Rac1 GTP hydrolysis, K1F lysis inhibition, KOR beta-arrestin-2, NTR1 ag, NTR1 ag cell count 20 µM, GPR35 arrestin U2OS, GPR55 antagonists, NOD1 inhibition, GPR55 beta-arrestin
O=C(CN1C(=O)C2CC=CCC2C1=O)Nc1ccc(-c2nnc3n2CCCCC3)cc1 (stereo not given)
→ -0.2%, 5%, 0.9%, -10%, 3.0, 85, 2%, -2%, 3%, -0.3%
COc1ccc(CN2CC(C(=O)NCc3ccccn3)CC2=O)cc1 (stereo not given)
→ -0.8%, 3%, 1.9%, -12%, -0.4, 42, 0%, 4%, ., -0.1%
COc1cc(-n2c(C)nc3cc(C(=O)O)ccc32)cc(OC)c1OC
→ 13%, 2%, 0.1%, -58%, 1.4, 67, -6%, -8%, 18%, 0.1%
N#Cc1ccc(C(=O)OCC(=O)N2CCCC2)cc1
→ 5.5%, 5%, -0.1%, -61%, -0.8, 41, 0%, -5%, 38%, 0.7%
CCOc1ccccc1N1C(=O)c2ccc(C(=O)O)cc2C1=O
→ 8.6%, 14%, 0.5%, 6%, 0.8, 32, -5%, 7%, -10%, 0.1%
C#CCOCCOCCOCCNc1nc(N2CCN(C(=O)[C@H](CCC(=O)O)n3cc(C(N)CC(C)C)nn3)CC2)nc(N2CCN(C(=O)[C@H](CCC(=O)O)n3cc(C(N)CC(C)C)nn3)CC2)n1 (stereo not given in full)
→ 0.9%, 4%, 1.6%, 10%, -0.4, 57, -1%, -4%, 11%, 0.2%
COc1ccccc1C(=O)C1CCCN(C(=O)c2snnc2C)C1 (stereo not given)
→ -0.9%, 9%, 0.0%, -19%, -0.3, 49, 7%, -7%, -16%, 0.1%
O=C(Cn1c(=O)c2cccn2c2ccc(F)cc21)NCCCN1CCN(c2ccccc2F)CC1
→ -0.7%, -4%, 0.5%, -22%, 0.5, 60, 2%, 11%, 20%, 0.0%
COc1ccc(C2C(C(C)=O)=C(C)Nc3ncnn32)cc1OC (stereo not given)
→ -4.3%, 7%, 0.5%, 27%, -0.2, 101, 10%, 6%, -18%, -0.1%
CC(=O)c1cnc(Nc2nc(C)c3cc(C)c(C)cc3n2)nc1C
→ -2.3%, 7%, 1.3%, -19%, 0.0, 94, -6%, -1%, -24%, 0.2%
CN1CCN(c2ccc(S(=O)(=O)N3CCCCC3)cc2NC(=O)c2ccc3ccccc3c2)CC1
→ 3.7%, 2%, 0.3%[50 µM], -4%, 12, 72, 6%, 7%, 10%, 1.7%
O=C(CN1CCN(Cc2ccccc2)CC1)NCc1ccccc1Cl
→ 4.2%, 8%, 0.1%, -52%, 1.0, 47, 6%, -4%, -21%, -0.2%
CCC1CN(C(=O)NCc2ccc(F)cc2)c2ccccc2O1 (stereo not given)
→ -6.7%, ., 0.2%[50 µM], -4%, 0.3, 98, -2%, -3%, -2%, 0.0%
CC(C)(C)C(=O)Nc1cc(S(=O)(=O)Nc2ccc(Cl)cc2)ccc1Cl
→ 0.2%, 6%, -3.7%[50 µM], -51%, 7.5, 72, 2%, 9%, 10%, -0.2%
NNc1nc2sc3c(c2c(=O)n1C1CCCCC1)CCN(Cc1ccccc1)C3
→ 1.1%, 0%, -0.8%, 17%, 3.3, 60, -6%, -13%, 6%, 1.0%
O=C(c1ccco1)N1CCN(C(=O)c2cc3c(s2)-c2ccccc2OC3)CC1
→ 1.8%, 7%, -1.2%, -36%, -2.4, 93, -10%, 2%, -13%, 0.6%
CCN1CCN(c2cc(C)c3cc(NC(=O)c4ccc(OC)c(OC)c4)ccc3n2)CC1
→ -1.6%, 4%, -1.6%, -12%, -3.3, 103, 1%, -7%, 9%, -0.1%
CCOC(=O)c1[nH]c2ccc(Br)cc2c1NC(=O)CCN1CCCC(C)C1 (stereo not given)
→ 4.5%, ., ., -30%, -0.2, 65, 11%, 3%, -41%, 0.1%
Cc1cc(C(F)(F)F)c(C#N)c(=O)[nH]1
→ -3.7%, 4%, 0.6%, -11%, 0.0, 48, -6%, -4%, -15%, -0.3%
CCn1c(SCC(=O)N/N=C/C=C\c2ccco2)nc2ccccc21
→ -4.3%, 14%, 0.0%, 13%, -0.8, 100, 6%, 7%, 4%, -0.5%
C=CCn1c(Cc2ccc(OC(C)C)c(Cl)c2)nnc1SCC(N)=O
→ 12%, 7%, 0.4%, 1%, 0.9, 43, 12%, -7%, -2%, -0.1%
COc1ccc(NC(=O)Cn2nnc(C(=O)Nc3ccc(F)c(Cl)c3)c2N)cc1OC
→ -2.8%, -1%, 0.3%, -45%, -0.7, 68, -2%, -8%, -6%, -0.1%
CSC(=NCCCN1CCOCC1)NS(=O)(=O)c1cccs1
→ -7.4%, 8%&12%, 1.2%&-0.2%, -30%, -1.1, 33, 2%, 2%, -10%, -0.2%
Cc1nc2nc(Cc3ccccc3)nn2c(C)c1Cl
→ -2.1%, 4%, 0.3%, -31%, -1.1, 84, 13%, -18%, -5%, -0.1%
O=C(CS(=O)(=O)c1ccc(Cl)c(Cl)c1)Nc1ccccc1Cl
→ -1.9%, -5%, 0.1%, -22%, 0.6, 72, -5%, 10%, -11%, 0.1%
Cn1cnnc1SCC(=O)NNC(=O)COc1ccc(Br)cc1
→ -7.8%, -6%, -0.3%, -11%, 2.0, 50, -10%, 7%, -32%, 0.1%
CSCc1ccc(C(=O)NC(C)c2ccc(-n3ccnc3)cc2)cc1 (stereo not given)
→ -1.3%, 5%, 0.1%, 12%, 1.0, 52, -11%, 1%, -29%, -0.2%
CCCC[n+]1c(C)sc2cc(OC)ccc21
→ -0.9%, 18%, 0.4%, 17%, 2.6, 51, -8%, 15%, -17%, 0.4%
Cc1ccc(S(=O)(=O)NCc2csc(C)n2)cc1
→ 3.7%, 12%, -1.2%[50 µM], -3%, 0.9, 88, -1%, -1%, -2%, 0.0%
COc1ccc(Oc2ccccc2C#N)cc1
→ -4.7%, 5%, 0.9%, -2%, 0.0, 40, -21%, 7%, -18%, 0.0%
O=C1NC(=O)/C(=C/c2ccccc2Cl)N1
→ 4.6%, 1%, 0.1%, 23%, 0.0, 73, -7%, 4%, -2%, 0.8%
COc1cc(C(=O)NCCCNc2ccc([N+](=O)[O-])cc2)cc(OC)c1OC
→ -1.0%, 4%, 1.0%[50 µM], -35%, 1.1, 42, -8%, -15%, -9%, 0.0%
Cc1cc(C)nc(NCC(O)COc2ccccc2C)n1 (stereo not given)
→ -9.5%, 8%, -0.1%, -18%, 0.0, 64, 15%, -10%, 15%, -1.0%
COc1ccc(CCC(=O)Nc2cccc(S(=O)(=O)N(C)C)c2)cc1OC
→ -0.2%, 5%, 2.5%[50 µM], -36%, -1.0, 51, 4%, 4%, -18%, 0.0%
COC(=O)c1cccc(NC(=O)c2ccc[n+]([O-])c2)c1
→ 1.1%, 4%, -0.6%, -48%[20 µM], -0.6, 63, 13%, 7%, 22%, 0.0%
Cc1c(C#N)sc(C(N)=O)c1C
→ 1.1%, -1%, 0.5%, -37%, 1.8, 71, 3%, 2%, -23%, 2.1%
CC(C)(C)NC(=O)c1ccc(COCC(F)(F)F)o1
→ 7.5%, 15%, -0.3%, 10%, 0.5, 36, 4%, 2%, -22%, -0.1%
COc1cc(/C(C)=N/NC(=O)CN2CCN(S(=O)(=O)c3ccc(C)cc3)CC2)ccc1O
→ -0.1%, ?, -0.1%, 35%, 0.4, 53, 11%, 8%, 0%, 0.3%
CC(NC(=O)C(=O)N1CCCCC1)C(c1cccs1)N1CCN(c2ccccc2)CC1 (stereo not given)
→ 9.3%, 7%, 0.0%, -15%, -0.3, 64, -6%, 2%, -19%, -0.1%
CCN(CC)C(=O)CSc1nnc2c3ccccc3n(C)c2n1
→ -2.1%, 17%, 0.2%, 24%[20 µM], -0.6, 68, 6%, -8%, -17%, 0.2%
O=C(c1cc(Sc2cccc(Cl)c2)nc2ccccc12)N1CCN(c2ccccn2)CC1
→ 2.0%, 3%, 0.1%[50 µM], -28%, 15, 54, -19%, -5%, 4%, 0.7%
O=C(c1ccc(Cl)c([N+](=O)[O-])c1)N1CCN(Cc2ccc3c(c2)OCO3)CC1
→ -2.8%, 4%, 0.1%, -8%, 3.6, 71, -11%, 0%, -19%, -0.1%
CC(=O)c1ccc(C(C)(C)c2ccc(C(C)=O)s2)s1
→ 0.3%, 0%, 1.0%, -4%, 0.9, 57, -21%, -2%, -14%, -0.1%
O=C(/C=C/c1cccs1)Nc1scc(-c2ccccc2)c1C(=O)O
→ -1.1%, 8%, 0.2%, 4%, ., ., 9%, -36%, -16%, 0.8%
Cc1cc(C)cc(NC(=O)NCc2ccccn2)c1
→ 0.7%, 2%, 0.2%, -9%, 0.4, 66, 2%, 8%, -29%, 0.0%
O=C(c1cc(-c2ccccc2)on1)N1CCN(C(=O)c2ccco2)CC1
→ -3.5%, 1%, 5.4%, -18%, -0.3, 44, -10%, -4%, -15%, -0.1%
CNc1nc(C)c(C(=O)OCC(=O)OC)s1
→ -5.2%, 4%, 0.6%, -27%, -1.6, 101, -11%, -4%, -5%, 0.3%
